Rin1 Abl inh: human Rin1-Abl interaction inhibition; P00519+Q13671; TR-FRET Rin1/Abl binding, biochemical; inhibition, % at 7.35 µM; 360,000 compounds, 0.4% hits; in the data active means inhibition above about 5%, passing the limit was not always enough
CSN inh: CSN deneddylation inhibition; 360,000 compounds, 0.38% hits; Q92905; inhibition, % at 12.5 µM; Purified CSN, SCF-Nedd8-OG deneddylation, fluorescence polarization; AID 651999;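 active means pattern-corrected inhibition above about 35%, with an unprinted fluorescence ratio check between 0.5 and 1.5, limit read from the data, passing the limit was not always enough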;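 further: 0% = enzyme with substrate and 100% = substrate without enzyme; some results filed as inactive read as strong as hits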
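Material: purified human Csn5 enzyme expressed in HEK293T cells / Medium: Tris buffer pH 7.5, NaCl, DTT, Tween-20, trehalose, ovalbumin / Compound dosing: 12.5 µM single point / Schedule: 90 min incubation of compound, enzyme and substrate at room temperature / Signal: fluorescence polarization of the substrate / Control set: no-enzyme wells high, enzyme-with-substrate wells low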
SKN-1 inh: blocks SKN-1 activity in C. elegans; C. elegans VP596 Pgst-4::GFP/RFP ratio, acrylamide-induced, 24 h; inhibition, % at 21.8 µM; 360,000 compounds, 0.49% hits; AID 624304;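 active means interference check ratio from 0.5 to 1.5 plus GFP to RFP signal ratio inhibition reaching or exceeding a fixed threshold, cut at about 30% in these data, passing the limit was not always enough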; further: some compounds called inactive have numbers as strong as hits
Neddylation inh: blocks human cullin neddylation | TR-FRET cullin neddylation, biochemical | calls only at 25 µM | 360,000 compounds, 0.58% hits | AID 651699; in the data active means inhibition above about 36%
Target sequence (P61081 whole entry, looked up): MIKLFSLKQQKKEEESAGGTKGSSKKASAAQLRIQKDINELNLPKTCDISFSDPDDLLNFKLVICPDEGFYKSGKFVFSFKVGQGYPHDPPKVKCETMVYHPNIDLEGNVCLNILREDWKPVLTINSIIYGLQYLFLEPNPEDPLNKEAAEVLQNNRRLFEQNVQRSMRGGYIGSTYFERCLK
Target sequence (Q13564 whole entry, looked up): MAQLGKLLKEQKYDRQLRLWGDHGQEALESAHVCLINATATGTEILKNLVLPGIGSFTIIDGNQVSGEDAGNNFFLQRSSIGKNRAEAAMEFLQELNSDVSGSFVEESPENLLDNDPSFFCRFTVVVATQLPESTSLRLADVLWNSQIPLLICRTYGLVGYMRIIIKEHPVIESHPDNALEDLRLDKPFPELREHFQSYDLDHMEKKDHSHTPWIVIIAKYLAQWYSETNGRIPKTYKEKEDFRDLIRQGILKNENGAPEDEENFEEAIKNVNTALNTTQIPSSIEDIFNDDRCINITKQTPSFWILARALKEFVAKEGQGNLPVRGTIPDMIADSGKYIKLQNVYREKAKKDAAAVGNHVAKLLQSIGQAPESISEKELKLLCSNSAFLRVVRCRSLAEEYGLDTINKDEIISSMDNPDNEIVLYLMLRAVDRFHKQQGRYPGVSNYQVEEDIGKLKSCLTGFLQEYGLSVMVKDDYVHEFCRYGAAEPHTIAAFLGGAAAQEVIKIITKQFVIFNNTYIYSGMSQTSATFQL
MLLE-PAM2 inh: inhibitors of microRNA-mediated deadenylation, human PABP1 MLLE binding; AID 588489; inhibition, % at 20 µM; GST-MLLE / FITC-PAM2 fluorescence polarization; P11940; 360,000 compounds, 0.36% hits; in the data active means inhibition above about 35%, passing the limit was not always enough;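 further: plate controls were DMSO wells with GST-MLLE for no effect and wells lacking GST-MLLE protein for full effect; some results filed as inactive read as strong as hits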
MT1-MMP act inh: MT1-MMP (human) activation inhibition. 360,000 compounds, 0.061% hits. HT1080 RFP-PRO-GFP cells, GFP/RFP ratio fluorescence, overnight; percent of plate control window, DMSO zero. P50281. GFP/RFP ratio change, % at 20 µM;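 active means GFP/RFP ratio change of at least 30% with cell ATP level not reduced by more than half and red fluorescence within 50% of control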; further: strong numbers were not always called active
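Read-out: GFP/RFP fluorescence ratio; Test system: RFP-PRO-GFP reporter HT1080 cells; Compound dosing: single-point 20 µM compound, 1% DMSO; Times: overnight compound exposure at 37 °C.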
Rpn11 inh: blocks the human proteasome subunit Rpn11. O00487. human 26S proteasome, Ub4-pepOG fluorescence polarization; 20S core pre-blocked with epoxomicin. calls only at 20 µM. 360,000 compounds, 0.59% hits. AID 588493;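 active means inhibition at 20 µM, scaled to each plate's controls, above about 33%, limit read from the data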
Target sequence (O00487 whole entry, looked up): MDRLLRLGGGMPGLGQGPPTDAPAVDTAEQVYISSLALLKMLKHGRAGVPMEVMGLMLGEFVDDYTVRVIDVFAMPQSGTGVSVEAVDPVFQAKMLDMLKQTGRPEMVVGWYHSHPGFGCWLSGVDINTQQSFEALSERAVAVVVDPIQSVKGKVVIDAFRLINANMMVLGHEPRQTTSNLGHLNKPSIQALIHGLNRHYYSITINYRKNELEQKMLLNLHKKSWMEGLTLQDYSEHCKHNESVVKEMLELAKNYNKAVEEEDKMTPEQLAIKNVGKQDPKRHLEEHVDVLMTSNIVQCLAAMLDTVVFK
FAS TE block: blocks the thioesterase domain of human fatty acid synthase. P49327. recombinant FAS-TE, OMFH fluorogenic substrate, fluorescence endpoint. inhibition, % at 15 µM. 360,000 compounds, 0.67% hits. AID 602261;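 active means compounds whose normalised, plate-corrected inhibition of enzyme fluorescence in the single-dose primary screen is 50% or more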;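 further: 0% = DMSO with enzyme and 100% = substrate without enzyme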
NadD block: inhibitors of Staphylococcus aureus NadD | 360,000 compounds, 0.78% hits | inhibition, % at 20 µM | purified NadD enzyme, colorimetric absorbance read-out | AID 602399; in the data active means inhibition above about 26%; further: some compounds past the cut are filed as inactive
The depositor's hits bear a star; i = inactive; nt = not tested or not shown. Compounds as they come. About 3.9% of those tested had a hit in this group.

Every second line gives: Rpn11 inh, MLLE-PAM2 inh, Neddylation inh, Rin1 Abl inh, CSN inh, NadD block, SKN-1 inh, FAS TE block, MT1-MMP act inh
> CCN(CC)CCn1c(NCc2cccc(OC)c2)nc2ccccc21
 : i, -1, i, 1, 0, -10, -12, -3, 4
> O=C(C1=C(O)C(=O)N(CCN2CCOCC2)C1c1cccc(F)c1)c1cc2ccccc2o1 (configuration not stated)
 : i, -2, i, -3, 3, 5, 8, -3, -6
> O=[N+]([O-])c1cc(CN2CCC(O)CC2)ccc1Cl
 : i, -1, i, -5, -6, 2, 11, -8, 4
> Cc1ccc(S(=O)(=O)Nc2nc3c(s2)C(=O)CC(C)(C)C3)cc1
 : i, -11, i, 1, 1, -3, -7, -11, 0
> Cc1cccc(N2CCN(C(=O)c3cccc(S(=O)(=O)N4CCCCC4)c3)CC2)c1C
 : i, -2, i, -1, -4, -2, -1, 23, -5
> Cc1cc(OCC(=O)O/N=C(\N)c2ccccc2)cc(C)c1Cl
 : i, 11, i, 1, -6, 6, 3, 25, 3
> COc1ccc(Cl)cc1N(CC(=O)Nc1ccccc1SC)S(C)(=O)=O
 : i, 6, i, -5, 2, -5, 10, 9, 0
> O=C(Nc1ccc2c(c1)OCCO2)c1cccs1
 : i, 0, i, 3, -2, -2, -9, -10, 5
> CCCn1c(=N)n(CC(=O)C(C)(C)C)c2ccccc21
 : i, -1, i, 0, -4, 3, 23, -1, 2
> CC1CC(=O)N(CC(=O)Nc2ccccc2F)c2ccccc2S1(=O)=O (configuration not stated)
 : i, 11, i, 3, -2, -4, 18, -7, 0
> Cn1nc(C(=O)Nc2nc3ccccc3[nH]2)ccc1=O
 : i, -10, i, 1, 1, 4, 1, -8, 7
> O=C(Nc1cccc(Cl)c1)c1ccc(NC2=NC3CS(=O)(=O)CC3S2)cc1 (configuration not stated)
 : i, -104, i, 2, -6, 2, 3, -4, 7
> COC(=O)c1ccc(N2CCN(C)CC2)c(NC(=O)c2cc3ccccc3o2)c1
 : i, -6, i, -1, -1, 1, 15, 3, -5
> Cn1c(=O)cc(OCCCC(=O)NCCC2=CCCCC2)c2ccccc21
 : i, 7, i, -1, -3, -2, 3, 3, 6
> Cc1nc2cncc(Br)c2n1C
 : i, -3, i, 6, 0, 1, 11, -5, 5
> COc1cccc(CNc2ccc(F)c([N+](=O)[O-])c2)c1O
 : i, -3, i, 2, -4, -1, -4, 11, 5
> Cc1ccnc(NC2c3ccccc3C(=O)N2Cc2ccccc2Cl)c1 (configuration not stated)
 : i, -1, i, 1, 4, -3, -14, 4, -5
> O=C1C2C3C=CC(C2C(=O)N1C1CCCCC1)C1C2C(=O)N(C4CCCCC4)C(=O)C2C31 (configuration not stated)
 : i, -1, i, -1, 5, -1, 4, -6, 12
> CCCNC(=O)C1(CC2CC(c3ccccc3)=NO2)CCN(C(=O)C2(C)CC2)CC1 (configuration not stated)
 : i, -8, i, -1, -5, 2, 4, -11, 1
> O=C(NCc1ccccc1)C1C(=O)Nc2ccccc2C(=O)N1C1CCCC1 (configuration not stated)
 : nt, nt, i, nt, 2, nt, 3, nt, 3
> COc1ccc(C(=O)NN2C(=O)C3C4C=CC(O4)C3C2=O)cc1 (configuration not stated)
 : i, 19, i, 3, -3, 0, 14, -9, 1
> O=C(Nn1cnc2ccccc2c1=O)c1ccccc1Cl
 : i, -3, i, 0, -1, -3, 2, -8, -7
> O=C(Cc1cc(=O)[nH][nH]1)N/N=C/c1ccccc1[N+](=O)[O-]
 : i, -4, i, -3, -12, -2, -6, -8, 13
> CCOC(=O)C1CCN(CCCSc2ccc(C)cc2)CC1
 : i, -1, i, 1, 5, 3, -1, -4, 5
> Cc1nn(Cc2ccc(C(=O)Nc3ccccc3F)cc2)c(C)c1Cl
 : i, 18, i, 3, 0, 0, 12, 0, 3
> CCC(C)[C@H](NC(=O)Nc1ccc(Oc2ccccc2)cc1)C(=O)O (some centres not stated)
 : i, -1, i, -1, 0, -5, -3, -11, 2
> CC(C)c1nc2c(c(=O)c3ccccc3n2C)c(=O)n1CCc1ccccc1
 : i, -16, i, 0, -2, 6, 7, 13, 0
> COC(=O)[C@@]1(Cc2ccc(F)cc2)[C@H]2c3cc(C(=O)N(C)C)n(Cc4cc(F)cc5c4OCOC5)c3C[C@H]2CN1C(=O)c1ccccc1
 : nt, nt, i, nt, 2, 1, -3, 15, -7
> COc1ccc(-c2oc(=O)c3cc(OC)c(OC)cc3c2/C=C/c2ccc([N+](=O)[O-])cc2)cc1
 : i, -7, i, 2, -2, 8, -8, 10, 2
> COc1cc(OC)cc(C(=O)Nc2cccc(C(C)=O)c2)c1
 : i, -6, i, -5, -1, 10, -4, -1, 3

Some values from the results shown:
`O=C(Cc1cc(=O)[nH][nH]1)N/N=C/c1ccccc1[N+](=O)[O-]` @ Rin1 Abl inh: -3
`COc1cc(OC)cc(C(=O)Nc2cccc(C(C)=O)c2)c1` @ Rin1 Abl inh: -5

Other compounds:
Every second line gives: Rpn11 inh, MLLE-PAM2 inh, Neddylation inh, Rin1 Abl inh, CSN inh, NadD block, SKN-1 inh, FAS TE block, MT1-MMP act inh
> O=C(CN1C(=O)NC2(CCCc3ccccc32)C1=O)NCc1ccco1 (configuration not stated)
 : i, 5, i, 0, -2, -1, 15, -9, 1
> CCOC(=O)c1cccc(NC(=O)C2CCCN(c3nnc(N4CCCC4=O)s3)C2)c1 (configuration not stated)
 : i, -5, i, 1, 5, 2, -12, -1, -2
> NS(=O)(=O)c1ccc(CCNC(=O)C2CCN(S(=O)(=O)c3cccc4cccnc34)CC2)cc1
 : i, 6, i, 1, -1, -3, 1, -6, 0
> CN(C)c1nc(/C=C(\C#N)C(N)=O)c(Cl)n1-c1ccc(F)cc1
 : i, 3, i, 0, 4, -5, -4, -6, -3
> O=C(COC(=O)c1cc2ccccc2cc1O)Nc1ccccc1F
 : i, 9, i, 3, 3, -9, 11, -2, 2
> O=c1ccc(-c2ccc(S(=O)(=O)NCc3cccc(Br)c3)s2)n[nH]1
 : i, -1, i, 0, -4, -4, -10, 13, -2
> [O-]/[N+](=C\c1ccncc1)c1ccc(Br)cc1
 : i, 22, i, -6, -2, 6, 2, -6, 0
> CC(=O)N1N=C(c2ccc(C)c([N+](=O)[O-])c2)OC1(C)C
 : i, 19, i, 1, 2, -7, -9, 0, -2
> COc1ccc(NC(=O)CSc2nnc(-c3cc(C)[nH]n3)n2N)cc1
 : i, 23, i, 1, 1, 6, 21, -5, 2
> CC(=O)Nc1ccc(SC(C)C(=O)NC(N)=O)cc1 (configuration not stated)
 : i, 29, i, 0, 0, -3, -3, -10, 1
> CCOC(=O)CNC(=O)CSc1nc2cccnc2n1CC
 : i, 1, i, 2, -2, -6, 11, -7, 1
> O=C(NCCCN1CCCC1)c1ccc(CS(=O)(=O)c2ccc(Br)cc2)o1
 : i, -28, i, -2, 2, 3, -6, 1, 4
> CCOc1ccc([C@@H]2CC=C(C(=O)O)[C@H](c3ccc(Cl)cc3)N2S(=O)(=O)c2ccc(C)cc2)cc1
 : i, -11, i, 6, -1, 6, -2, -5, 0
> O=C(NCCN1C(=O)S/C(=C\c2cccs2)C1=O)c1ccco1
 : i, 23, i, -4, -10, -2, -9, -4, 1
> Cc1ccc2[nH]c(=O)cc(C(=O)OC(C)C)c2c1
 : i, 1, nt, -2, 4, 0, 4, 4, -5
> CCS(=O)c1ccccc1C(=O)OCC(=O)Nc1ccc2ccccc2c1 (configuration not stated)
 : i, 1, i, -1, 3, -3, 7, 7, -2
> O=[N+]([O-])c1ccccc1/C=N/N1CCN(c2ccc(Cl)cc2)CC1
 : i, 9, i, 0, 2, 1, 4, 26, 3
> COc1ccccc1C(=O)Nc1ccc2c(c1)nc(CN1CCN(C(C)=O)CC1)n2C
 : i, 6, i, -3, -4, 0, 3, -5, 7
> COc1cccc(-c2cc(C(=O)NN3CCOCC3)c3ccccc3n2)c1
 : i, -5, i, -2, 1, -7, 9, -6, 1
> O=C(CN1C(=O)/C(=C\c2cccc(F)c2)Oc2ccccc21)N1CCN(c2ccccn2)CC1
 : i, 7, i, 1, 5, 11, 8, -2, nt
> CCCCN(C)C(=S)Nc1ccc2nc3n(c(=O)c2c1)CCCCC3
 : i, -105, i, 3, -5, 0, 7, 6, 4
> CC1=C(CC(=O)NCC(=O)NCC(=O)O)c2cc(F)ccc2/C1=C/c1ccc(S(C)=O)cc1 (configuration not stated)
 : i, 24, i, -1, -2, -1, -17, -7, -8
> C[C@@H](C(=O)NCCc1c[nH]c2ccccc12)[C@@H]1C[C@@]1(C)[C@@H](NC(=O)OCc1ccccc1)c1ccccc1
 : i, -13, i, 3, 4, 11, -1, 12, -4
> CCC(NC(=O)c1ccccc1NC(=O)c1ccc(C)cc1)C(=O)O (configuration not stated)
 : i, 5, i, 1, -2, 2, 3, -10, 5
> COc1cccc(C2=NOC(C(=O)N3CCN(c4ccccc4)CC3)C2)c1OC (configuration not stated)
 : i, 3, i, 0, 5, -5, 6, 7, 2
> NNC(=O)c1ccc(Oc2cc(Cl)cc(Cl)c2)o1
 : i, -1, i, 0, 4, -2, 0, -5, 1
> c1ccc(-c2cc3c(N4CCN(c5ccccc5)CC4)ncnc3s2)cc1
 : i, -15, nt, -2, -23, 15, 13, 18, 1
> COc1ccc(C)cc1S(=O)(=O)Nc1cc2c3c(c1)CCN3C(=O)CC2
 : i, 3, i, 2, 1, -4, 7, -6, 8
> CC(C)(C)NC(=O)COC(=O)c1cc(S(=O)(=O)N2CCCCC2)ccc1N1CCOCC1
 : i, -67, i, -3, 0, 1, -2, -8, -3
> N#Cc1cc(-c2ccccc2)nc(Oc2ccc(Cl)cc2)n1
 : i, 0, i, 0, -13, -3, -3, 65*, -7
> CSc1nnc(NC(=O)c2ccc(C)c(S(=O)(=O)N3CCOCC3)c2)s1
 : i, 14, i, -1, 0, -6, 9, -9, 6
> Cc1ccc(OCc2nnnn2-c2ccccc2)cc1
 : i, -15, i, 1, 0, -1, -13, 6, 1
> CC1CCN(C(=O)/C(=C\c2ccccc2)NC(=O)c2ccccc2)CC1
 : i, 3, i, 2, 2, -4, 1, 0, -3
> O=C(Nc1ccncc1)C1CCN(S(=O)(=O)c2ccc(Cl)c(C(F)(F)F)c2)CC1
 : i, 1, i, 6, 0, 3, -21, 12, 5
> COc1ccc(-c2csc(NC(=O)CN3C(=O)CCC3=O)n2)cc1
 : i, -6, i, 1, -7, -3, 5, -3, 3

Screening data from PubChem.
